GSIS activator: GLuc luminescence reporter in INS-1E cells, primary screen for activators of glucose-dependent secretion of insulin. INS-1E GLuc reporter insulin secretion, 2-3 h. activation, % at 16.6 µM. actives 0.61% (n = 370,000). AID 743287, 2014;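 active means lowest replicate activation of at least 40%, so every replicate reaches that level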;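 further: 0% = median of neutral control wells and 100% = median of IBMX positive control wells; some compounds called inactive have numbers as strong as hits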
FN deposition inh: inhibitors of fibronectin matrix deposition, primary screen, AH1F cells, Alexa488-fibronectin fluorescence, plate reader; actives 0.086% (n = 350,000); AH1F fibroblasts, overnight; inhibition, % at 12.6 µM; AID 743247, 2014;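 active means mean inhibition across replicates of 30% or more, regardless of how many single replicates reach that level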;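 further: positive control wells lacked labelled fibronectin entirely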
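Test system: AH1F fibroblast monolayer depositing Alexa488-labelled fibronectin into matrix. Input: 10000 cells per well. Technique: fluorescence, ex 485 nm, em 525 nm. Buffer or medium: DMEM plus 2% serum, read in PBS. Timing: 1 h cell adhesion before compound, then overnight fibronectin incubation. Compound: single dose, pinned. Read-out basis: inhibition from reduced deposited-fibronectin fluorescence.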
F508del corr: F508del CFTR correction, initial screen, CFBE line, single point. CFBE cells, YFP halide quenching; stimulated with forskolin plus potentiator P3; % fluorescence drop versus neutral controls. activity (quench increase), % at 7.58 µM. actives 0.36% (n = 350,000). AID 720511, 2013;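 active means mean added fluorescence quench of at least 8% versus neutral control, with both replicates also reaching 8%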;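 further: cells transiently co-express mutant CFTR-F508del with the halide-sensitive YFP; corrector assay measuring rescue of mutant channel to the surface after 24 h compound exposure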
Active calls of the source: *. Only part of the results is shown (hit frequency here may not be typical).

smiles | GSIS activator | FN deposition inh | F508del corr
O=C(O)CCC(=O)NNc1ncnc2ccccc12 | -6 | -1 | 4.3
O=C(CN1C(=O)NC2(CCc3ccccc3C2)C1=O)Nc1ccc(Cl)cc1F (centres undefined) | -5 | 2 | -1.3
CCCCNc1c(-c2ccc(F)cc2)nc2nc(C)cc(C)n12 | 9 | -15 | -2.5
Cc1cc(C)c(NC(=O)CSc2nc(=O)n3cc(C)ccc3n2)c(C)c1 | 19 | 6 | 0.6
COCCN(C[C@H]1N[C@H](CO)[C@@H]1c1ccccc1)C(=O)NC1CCCC1 | -2 | 8 | -2.1
COc1ccc(S(=O)(=O)N2CCOCC2)cc1NC(=O)CSc1ncnc2ccccc12 | 14 | -8 | -3.2
Cn1c(=O)c2[nH]c(=O)cnc2n(C)c1=S | 7 | 4 | -0.4
CC(C)CN1CCN(Cc2nc(C(C)C)cs2)CC1CCO (centres undefined) | -10 | -5 | 1.5
Cn1nc(-c2ccccc2)cc1NC(=O)c1cccs1 | -15 | 1 | -2.6
CCN(C)C1CN(Cc2cn(CCCOC)nn2)S(=O)(=O)C1 (centres undefined) | 14 | -8 | -4.0
COc1ccc(NC(=S)Nc2ccc(OC(F)F)cc2)cn1 | -6 | -4 | 1.4
COc1cc(/C=C/C(=O)c2ccc(C)cc2)ccc1OCC#N | -8 | 14 | -1.4
CNC(=S)N1CCC(NC(=O)C(Cc2ccc(F)cc2)NC(C)=O)CC1 (centres undefined) | 7 | -2 | -0.5
COc1ccc2c3c(n(C)c2c1)[C@@H](CO)N(C(=O)C1CCCC1)CC31CCN(C(=O)Nc2cccc(F)c2)CC1 | -10 | -4 | -3.2
FC(F)(F)c1ccc(Oc2ccc(Cl)cc2Br)nc1 | 18 | 1 | -0.3
CC1CN(C(=O)c2ccccc2NS(=O)(=O)c2cccc([N+](=O)[O-])c2)CC(C)O1 (centres undefined) | -11 | -2 | 1.9
C#CCNC(=O)C[C@@H]1C[C@@]2(C(=O)OCC)CCCC=C2N(Cc2ccccc2)C1=O | 27 | 4 | 0.1
CCOC(=O)C(C)(C)CC#CCN(CC#Cc1ccccc1)S(=O)(=O)c1ccc(C)cc1 | -28 | -4 | 0.7
COc1c(C)cc(C(=O)C2CCCN(S(=O)(=O)c3c(C)noc3C)C2)cc1C (centres undefined) | -18 | 1 | -2.1
Cc1csc(Nc2ccccc2)[n+]1-c1ccccc1 | -3 | 3 | -2.0
Cc1cccc(CS(=O)(=O)Cc2ccc(C(=O)NCCCN3CCOCC3)o2)c1 | 3 | 2 | -1.6
Cc1c(NS(=O)(=O)c2cc(C(=O)NCc3ccco3)cc(Cl)c2Cl)c(=O)n(-c2ccccc2)n1C | -13 | 0 | 1.1
Cc1cc(C(=O)N2CCN(c3ncccn3)CC2)nn1C | -3 | -5 | 2.2
CC(C)(O)CN(CCCNC(=S)Nc1ccccc1)C(=S)Nc1ccccc1 | -20 | -2 | 0.7
CC(Oc1ccccc1)C(=O)Nc1nnc(C2CCCCC2)s1 (centres undefined) | -11 | 4 | 4.4
CCOC(=O)C1CCCN(C(=S)Nc2ccc(F)cc2)C1 (centres undefined) | -3 | 5 | 2.9
Cc1ccc(C)c(-n2c(SCC(=O)N3CCC(C(=O)O)CC3)nnc2-c2cccc(Cl)c2)c1 | -3 | 10 | 0.2
N#Cc1cc([N+](=O)[O-])ccc1NC(=O)COC(=O)C1CCC(=O)N1 (centres undefined) | 0 | 10 | -1.9
Cc1c(Cl)c(C(F)(F)F)nn1CC(=O)NN | -26 | -2 | 0.8
O=c1[nH][nH]c(C(F)(F)F)c1/C=N/N1CCOCC1 | 6 | 4 | 3.0
Fc1ccc(CCn2c(Cn3c(-c4cnccn4)nc4ccccc43)nc3ccccc32)cc1 | -5 | -9 | 0.0
CCOC(=O)CNC(=O)C12CC3CC(CC(C3)C1)C2 | 9 | 0 | -1.4
Cc1n[nH]c(=S)n(NC(=O)/C=C/C(=O)Nn2c(=S)[nH]nc(C)c2=O)c1=O | -7 | 7 | 2.0
Cc1cccc(NC(=O)c2cccc(C(F)(F)F)c2)c1 | -14 | -4 | -4.3
O=C(Nc1ccon1)c1ccc(N2CCCCC2)c([N+](=O)[O-])c1 | -4 | 5 | -5.5
COC(=O)[C@@]12C[C@@H](CC(=O)N3CCC(c4ccccc4)CC3)C(=O)N(Cc3cccc4ccccc34)C1=CCC(C)(C)C2 | 12 | -8 | -0.6
Cc1cc(C(=O)OCC(=O)NCc2cccs2)c2ccccc2n1 | 19 | -1 | -1.1
CCC(=O)N1[C@H](CO)[C@H](c2ccccc2)[C@H]1CN(CC1CCC1)S(C)(=O)=O | 15 | -6 | -0.6
O=C(NCc1ccc(F)cc1)C1CCN(S(=O)(=O)N2CCCC2)CC1 | -2 | 13 | -4.3
CCCCOC(C)n1cc(F)c(=O)[nH]c1=O (centres undefined) | 4 | -8 | -3.7
CCS(=O)(=O)Nc1ccc(C2=NN(C(C)=O)C(c3cccs3)C2)cc1 (centres undefined) | 10 | 6 | 2.8
Cc1ccc(NC(=O)CSc2n[nH]c(C)c2[N+](=O)[O-])cc1C | 5 | 6 | -3.9
OCCC1CN(Cc2nc3ccccc3s2)CCN1C1CCCCC1 (centres undefined) | 15 | -2 | 1.3
COc1cccc(-c2ncn(CCc3ccccc3OC)c2CC(C)C)c1 | 22 | 7 | 1.2
Cc1cccc[n+]1CC(=O)N1c2ccccc2Sc2ccccc21 | 4 | -10 | -1.3
COc1ccc(N2CC(C(=O)N/N=C/c3ccc([N+](=O)[O-])cc3)CC2=O)cc1 (centres undefined) | -11 | 1 | -0.6
C=CCN(CC=C)CCOc1ccccc1F | -7 | -7 | 0.7
COCCN(Cc1cn(C)nc1-c1ccccc1F)C(C)C | 4 | -17 | 3.0
CCC(CC)C(C(=O)NCc1ccccc1)N(C)Cc1ccc(Cl)c(Cl)c1 (centres undefined) | -40 | 14 | -0.9
CCOc1ccc(NC(=O)C(C)C(Cc2ccc(C)cc2)C(=O)O)cc1 (centres undefined) | 3 | -16 | 3.8

Continuation.
Values run as follows: GSIS activator, FN deposition inh, F508del corr
- COc1cc2nc(C3CCC3)nc(N3CCN(c4ccccc4OC)CC3)c2cc1OC
    -18, 0, 1.5
- CN[C@H]1C[C@H]2c3[nH]c4c(-c5ccccc5)cccc4c3CCN2C[C@H]1[C@H](C)O
    -42, 4, -2.5
- COC(=O)c1cc(S(=O)(=O)Nc2cccc(S(N)(=O)=O)c2)oc1C
    5, -4, 3.1
- N#CCCn1cc(C(=O)Nc2ccc([N+](=O)[O-])cc2)c(-c2cc3ccccc3o2)n1
    3, 18, -2.6
- CC(C)(C)NC(=O)C1c2ccccc2OCC(=O)N1Cc1ccc2c(c1)OCO2 (centres undefined)
    0, -3, -4.4
- COC(=O)[C@H](CC(C)C)NC(=O)NCCC1=CCCCC1
    -7, 2, -0.8
- O=C(CN1CCCC1)Nc1cc(F)ccc1F
    -29, -8, 1.4
- CC1CC(C)CN(S(=O)(=O)c2ccc(C(=O)OCC(=O)NCCN3C(=O)CSC3=O)cc2)C1 (centres undefined)
    -16, 11, 2.1
- C(=CCSc1ccccn1)CSc1ccccn1
    8, 4, 2.1
- NC(=O)c1ncn([C@@H]2O[C@H](C(=O)Nc3ccc(Oc4ccccc4)nc3)[C@@H](O)[C@H]2O)n1
    10, 1, 5.0

Individual results from above:
N#CCCn1cc(C(=O)Nc2ccc([N+](=O)[O-])cc2)c(-c2cc3ccccc3o2)n1 | GSIS activator = 3
COC(=O)[C@H](CC(C)C)NC(=O)NCCC1=CCCCC1 | FN deposition inh = 2

Continuation.
Values run as follows: GSIS activator, FN deposition inh, F508del corr
- COc1cc([N+](=O)[O-])ccc1NC(=O)CN1CCCC1
    -10, -4, -1.1
- CC(C)c1onc(C(=O)NCc2ccc(Cl)cc2)c1[N+](=O)[O-]
    -5, 2, -2.5
- CC(NC(=S)Nc1ccc(OC(F)F)cc1)c1ccc(F)cc1 (centres undefined)
    -37, -10, 1.0
- COCCNC(=O)COC(=O)c1ccc(OCC(=O)Nc2ccccc2OC)c(OC)c1
    13, -6, 1.2
- COc1ccc(NC(=O)CN(C)C(=O)CCCc2nc3ccccc3s2)cc1
    15, 4, 1.3
- CCOc1ccc(NC(=O)CN(C)C(=O)c2cccnc2Sc2ccccc2Cl)cc1OCC
    -4, 7, -4.6
- c1ccc(C2NCCc3ccccc32)cc1 (centres undefined)
    17, -2, -2.1
- CCNc1nc(NOC)nc(OCC#N)n1
    47*, 4, 0.5
- CC(C)N1CCN(Cc2nc3ccccc3s2)CC1CCO (centres undefined)
    -3, -5, -2.9
- CN1CCC(N2CCN(C3CN(Cc4cn(Cc5ccc(C(F)(F)F)cc5)nn4)S(=O)(=O)C3)CC2)CC1 (centres undefined)
    17, -1, -0.7
- O=C(O)c1cccc(C(=O)O)c1S(=O)Cc1ccccc1 (centres undefined)
    4, 13, 3.5
- CC(=O)N(C)c1ccc(OCC(O)Cn2c(C)nc3ccccc32)cc1 (centres undefined)
    -15, 6, -3.8
- Cc1ccc2c(c1)/C(=C/c1ccccc1F)C(=O)N2
    13, -5, 1.1
- COC(=O)c1ccc(NC(=O)C(=O)c2cccn2C)cc1
    -12, 10, 1.4
- O=C(CCS(=O)(=O)c1ccc(F)cc1)Nc1nnc(-c2ccc(F)cc2)o1
    13, 1, -2.0
- CC(=O)O[C@@H]1C[C@H](c2ccccc2)OC(=O)CCCCC1=O
    -6, -2, -2.6
- O=C(C(=O)N1CCN(C(=O)c2ccco2)CC1)c1cc2ccccc2o1
    0, 3, 3.8
- COc1ccc(OC)c(C(=O)COC(=O)C(CCSC)NC(=O)COc2ccccc2)c1 (centres undefined)
    -6, -3, -0.2
- COc1ccc2[nH]c(C(=O)N/N=C/c3ccc(OC)c(O)c3)cc2c1
    -3, 21, 11*
- COCc1cc(N2CCN(C(=O)OC(C)(C)C)C[C@H]2C)ccc1N1CCN(Cc2ccccc2)[C@@H](C)C1
    14, -9, -2.7
- Cc1ccc(NC(=O)c2ccc(Cl)cc2[N+](=O)[O-])nc1
    7, 13, 2.9
- O=C(CCC1CCCN(C(=O)c2ccc3c(c2)OCO3)C1)NCc1ccc(F)c(F)c1 (centres undefined)
    -6, 2, 1.3
- CCSc1nnc(NC(=O)CCC2CCCCC2)s1
    7, -2, -0.1
- O=C(NCc1ccccc1)C1=C[C@@H](c2csc3ccccc23)C[C@@H](OCCCCO)O1
    0, -16, 2.8
- COc1ccccc1OC1OC2COC(c3ccco3)OC2C(O)C1NC(C)=O (centres undefined)
    16, 12, -0.1
- O=C(COC(=O)Cn1cnc2ccccc21)Nc1cccc2c1C(=O)c1ccccc1C2=O
    4, 6, 7.5
- COC(=O)CCCn1cc(CN(C)C2CN(Cc3cn(CCCC(=O)OC)nn3)S(=O)(=O)C2)nn1 (centres undefined)
    28, -2, -4.5
- CC(=O)c1ccc(S(=O)(=O)N(C)CC(=O)Nc2cc(C)on2)cc1
    15, 0, 2.0
- CC(C)c1cc(Cn2c3ccccc3c(=O)n2C(C)Cn2cc(C3=CCCCC3)nn2)on1 (centres undefined)
    -20, -1, -4.5
- CC1CCCCC1NC(=O)CCn1c(=S)[nH]c2ccccc2c1=O (centres undefined)
    -12, -2, -0.2

3 compounds from above, arranged by length of the SMILES, lowest first:
Values run as follows: GSIS activator, FN deposition inh, F508del corr
- CCSc1nnc(NC(=O)CCC2CCCCC2)s1
    7, -2, -0.1
- COc1ccccc1OC1OC2COC(c3ccco3)OC2C(O)C1NC(C)=O (centres undefined)
    16, 12, -0.1
- CC(C)c1cc(Cn2c3ccccc3c(=O)n2C(C)Cn2cc(C3=CCCCC3)nn2)on1 (centres undefined)
    -20, -1, -4.5

Continued.
Values run as follows: GSIS activator, FN deposition inh, F508del corr
- O=C(CN1C(=O)NC2(CCCCC2)C1=O)N1CCN(S(=O)(=O)/C=C/c2ccccc2)CC1
    -7, 1, -2.4
- CCN(CC)C(=S)NC(=O)Cc1ccccc1
    -3, -2, 1.2
- COc1ccc([C@H]2CC(=O)C[C@@H](CCn3cc(CCc4ccccc4)nn3)O2)cc1
    -20, 3, 1.7
- COC(=O)[C@@]1(Cc2ccc(OC)cc2)[C@H]2c3cc(C(=O)N4CCCC4)n(C[C@H](O)CO)c3C[C@H]2CN1C(=O)c1ccccc1
    4, -3, 0.5
- Cc1cc(-c2cccc([N+](=O)[O-])c2)nc2ccccc12
    28, 14, -1.0
- NC(=O)N/N=C\c1cc(Br)ccc1O
    1, -4, -1.4
- CCN(CCO)C(=S)Nc1cc(S(=O)(=O)N(C)C)ccc1C
    12, -7, 0.3
- COCCN(Cc1cc2cc(C)ccc2n2nnnc12)C(=S)Nc1ccccc1C
    24, 8, 2.1
- Cc1ccc(S(=O)(=O)NC(=O)ON=Cc2ccc3c(c2)OCO3)cc1
    8, -1, 1.0
- COc1cc(C(=O)OCC(=O)NC2CCS(=O)(=O)C2)ccc1OCc1c(C)noc1C (centres undefined)
    -2, 6, 0.4
- O=C1/C(=N\S(=O)(=O)c2cccs2)C([n+]2ccccc2)=C([O-])c2ccccc21
    -6, -1, -7.7
- C=CCN(c1ccccc1C(=O)NCC(=O)O)S(=O)(=O)c1ccc(C)cc1
    2, -2, -1.0

Whole records from above:
`COc1cc(/C=C/C(=O)c2ccc(C)cc2)ccc1OCC#N` across the screens: GSIS activator = -8; FN deposition inh = 14; F508del corr = -1.4
`NC(=O)N/N=C\c1cc(Br)ccc1O` across the screens: GSIS activator = 1; FN deposition inh = -4; F508del corr = -1.4
